HTR5A ag ctr = counter-screen for OPRM1-OPRD1 agonists: human HTR5A agonism. HTR5A agonist assay, luminescence, cell-based. hit rate 0.61% among 340,000. activation, % at 9.3 µM. P47898. AID 504692; in the data active = activation mostly above about 9.5%, no sharp cut-off; inactive = mostly below about 7.6%;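 note: 0% = cells with vehicle only and 100% = reference agonist; strong numbers were not always called active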
NSD2 HMT inh = blocks human histone methyltransferase NSD2; O96028; inhibition, % at 12.5 µM; hit rate 0.54% among 310,000; NSD2 peptide methylation, AlphaScreen, 120 min; in the data active = inhibition above about 50%
Target sequence (O96028 whole entry, looked up): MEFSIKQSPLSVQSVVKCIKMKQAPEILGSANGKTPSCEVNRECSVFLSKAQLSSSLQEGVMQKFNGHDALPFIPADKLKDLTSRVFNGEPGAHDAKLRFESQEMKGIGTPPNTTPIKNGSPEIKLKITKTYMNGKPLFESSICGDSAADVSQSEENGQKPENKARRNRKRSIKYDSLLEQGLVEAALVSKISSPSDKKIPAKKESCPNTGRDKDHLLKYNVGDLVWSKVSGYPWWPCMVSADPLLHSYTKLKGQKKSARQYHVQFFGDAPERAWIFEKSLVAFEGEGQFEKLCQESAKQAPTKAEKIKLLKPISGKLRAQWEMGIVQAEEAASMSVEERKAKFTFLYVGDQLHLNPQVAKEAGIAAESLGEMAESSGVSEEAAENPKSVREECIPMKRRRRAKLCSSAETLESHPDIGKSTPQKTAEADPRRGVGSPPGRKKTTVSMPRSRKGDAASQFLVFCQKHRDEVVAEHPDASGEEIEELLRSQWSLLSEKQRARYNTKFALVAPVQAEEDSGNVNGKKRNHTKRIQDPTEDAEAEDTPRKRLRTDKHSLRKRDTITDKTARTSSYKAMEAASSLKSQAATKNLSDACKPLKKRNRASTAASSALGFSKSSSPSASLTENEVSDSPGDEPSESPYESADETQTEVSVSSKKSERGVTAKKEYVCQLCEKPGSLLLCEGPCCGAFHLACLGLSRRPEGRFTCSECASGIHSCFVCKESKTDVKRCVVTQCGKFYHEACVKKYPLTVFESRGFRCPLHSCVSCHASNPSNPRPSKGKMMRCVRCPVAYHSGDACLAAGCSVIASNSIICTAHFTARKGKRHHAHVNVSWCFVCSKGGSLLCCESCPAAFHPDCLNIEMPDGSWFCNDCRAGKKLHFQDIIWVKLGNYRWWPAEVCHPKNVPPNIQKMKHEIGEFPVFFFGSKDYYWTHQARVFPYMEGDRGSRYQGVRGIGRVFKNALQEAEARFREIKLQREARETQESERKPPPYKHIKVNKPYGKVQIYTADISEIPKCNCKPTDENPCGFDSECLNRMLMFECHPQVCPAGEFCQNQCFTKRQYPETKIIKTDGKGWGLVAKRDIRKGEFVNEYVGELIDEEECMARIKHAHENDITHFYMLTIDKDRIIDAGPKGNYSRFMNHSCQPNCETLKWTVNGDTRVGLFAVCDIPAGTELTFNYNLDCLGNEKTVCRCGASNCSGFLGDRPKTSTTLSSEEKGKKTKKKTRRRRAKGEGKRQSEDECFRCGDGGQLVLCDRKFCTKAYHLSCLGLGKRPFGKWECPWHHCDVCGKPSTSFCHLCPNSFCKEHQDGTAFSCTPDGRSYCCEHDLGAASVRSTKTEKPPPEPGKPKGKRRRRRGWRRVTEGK
SR-BI DiI inh = inhibitors of mouse SR-BI mediated HDL lipid uptake; hit rate 0.96% among 320,000; ldlA[mSR-BI] CHO cells, DiI-HDL uptake fluorescence, 3 h; AID 488896; Q61009; inhibition, % at 12.5 µM;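 active = mean replicate inhibition of at least 70% and a set share of replicates each scoring 70 or more; inconclusive = meets just one of the two criteria; inactive = fails both criteria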;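 note: 0% = median of neutral control wells and 100% = median of positive control wells; values of inactives mirror those of a sister screen read the other way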
CDK5 inh = inhibitors of human CDK5/p35 kinase; AID 488839; Recombinant CDK5/p35, ADP-Glo luminescence, 60 min; Q00535+Q15078; hit rate 0.01% among 330,000; inhibition, % at 10 µM;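 active = highest replicate inhibition of at least 50% and at least 75% of replicates reaching 50%; inconclusive = only one of the two criteria met; inactive = both criteria failed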;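 note: plate controls were DMSO neutral control for no effect and GW8510 at 10 µM for full effect; many of its hits are not listed in these tables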
Wnt bcat act = activates Wnt/beta-catenin signaling in a reporter cell assay | activator, plate reader | activation, % at 9.35 µM | hit rate 1.2% among 300,000 | AID 743398; in the data active = activation above about 30%, passing the limit was not always enough; inconclusive = no clear call, values can overlap the other calls;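 note: 0% = neutral control wells and 100% = positive control wells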
dFosB activator = enhances mouse delta FosB homodimer DNA binding; purified delta FosB, TAMRA-CDK5 oligo fluorescence polarization; percent of positive-control signal above neutral wells; P13346; hit rate 0.99% among 340,000; AID 493131; activation, % at 25 µM;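 active = mean activation above about 17%, with every replicate also reaching it, limit read from the data, passing the limit was not always enough; inconclusive = only one of the two conditions met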;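 note: fluorescence polarization rise as delta FosB binds a TAMRA Cdk5 AP-1 oligo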
PvdQ inh = P. aeruginosa PvdQ acylase inhibition; purified PvdQ acylase, fluorescence plate reader; inhibition, % at 10 µM; hit rate 0.063% among 340,000; in the data active = inhibition above about 30%, passing the limit was not always enough; inconclusive = no clear call, values can overlap the other calls;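 note: 0% = vehicle neutral wells and 100% = reference inhibitor wells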
MITF act = increases MITF-driven TRPM1 promoter luciferase signal; SK-MEL-5 TRPM1-promoter luciferase, 24 h; % of positive control, neutral wells = 0; activation, % at 12.5 µM; hit rate 0.75% among 300,000;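 active = mean activation of at least 80% with every replicate also reaching 80%; inconclusive = mean reaches 80% but some replicate falls short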;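 note: 0% = neutral control wells and 100% = parthenolide positive control wells; values of inactives mirror those of a sister screen read the other way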
V-ATPase pHluor = alters yeast V-ATPase proton transport | response, % at 10 µM | hit rate 0.37% among 350,000 | S. cerevisiae, pHLuorin cytosolic pH fluorescence; in the data active = response mostly above about 7.3%, no sharp cut-off; inactive = mostly below about 5.4%; note: actives read high; inactives centre near 0; some compounds called inactive have numbers as strong as hits; reference of the scale not given here
HTR5A inv ctr = HTR5A inverse agonism, opioid heterodimer counter-screen. AID 504634. HTR5A cell line, luminescence. hit rate 0.083% among 340,000. P47898. inhibition, % at 9.3 µM; in the data active = inhibition mostly above about 23%, no sharp cut-off; inactive = mostly below about 18%;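 note: 0% = cells with DMSO and 100% = no-cell wells with DMSO; some compounds called inactive have numbers as strong as hits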
Active calls of the source: *; u = inconclusive; x = no result given.

SMILES	HTR5A ag ctr	NSD2 HMT inh	SR-BI DiI inh	CDK5 inh	Wnt bcat act	dFosB activator	PvdQ inh	MITF act	V-ATPase pHluor	HTR5A inv ctr
O=C(Nc1ccc2c(c1)OCO2)C1CCN(C(=O)c2ccc([N+](=O)[O-])cc2)CC1	-1	x	-12	-3.4	-1	-7	-3	8	1	10
CCN(c1ccccc1)S(=O)(=O)c1ccc(OC)c(OC)c1	4	-6	10	0.7	-1	4	-16	3	1	-13
Cc1ccccc1CSCC(=O)Nc1ccccc1F	-2	-7	9	1.2	8	-1	-20	x	2	7
O=C(c1ccc(Cl)cc1)N1CCC2CC1c1cc(-c3ccccc3)ccc12 (stereo not given)	3	x	27	-1.7	-2	-5	-8	8	-2	-9
O=C(c1ccc2c(=O)n3c(nc2c1)CCCCC3)N1CCN(Cc2ccccc2)CC1	-2	4	-24	-0.3	x	-9	-1	-17	2	-10
COc1ccc(C(=O)Nc2cc3c4c(c2)CC(=O)N4CCC3)c(OC)c1	4	0	45	-3.3	x	-11	-22	86*	2	-12
O=C(c1cc(-c2ccncc2)nc2ccc(Cl)cc12)N1CCN(Cc2ccc3c(c2)OCO3)CC1	-3	5	1	0.1	-1	-13	8	1	-4	-3
CCc1nnc(NC(=O)c2c(OC)cccc2OC)s1	4	-9	-5	1.8	x	1	-5	0	4	-9
NC(=O)c1c(NC(=O)c2cccc(N3C(=O)CCC3=O)c2)sc2c1CCCCC2	1	x	59	1.7	1	12	11	-11	1	-3
N#C/C(=C\c1ccco1)C(=O)Nc1cccc2ncccc12	8	-2	-4	-0.8	2	4	-4	-2	0	-21
O=C1CCC(N2C(=O)c3ccccc3C2=O)C(=O)N1 (stereo not given)	0	x	-1	0.7	1	2	3	3	0	-30
Cc1ccc(C(C)NC(=O)c2cc3ccccc3oc2=O)cc1C (stereo not given)	2	3	-33	2.3	3	-8	18	x	-6	-7
CCOc1cc(/C=C2\SC(=S)N(C(C(=O)O)c3ccccc3)C2=O)ccc1O (stereo not given)	-8	x	-8	-7.7	-1	9	-1	2	-4	22
CC1CC(C)CN(C(=O)COC(=O)c2ccc([N+](=O)[O-])o2)C1 (stereo not given)	-10	-1	2	-1.3	4	-1	-7	-14	-2	24
O=C(N/N=C/C(Br)=C/c1ccccc1)c1cc(-c2ccco2)[nH]n1	2	2	11	-0.2	23	-17	-2	-17	-2	-6
CCC(C)NC(=O)C1CCN(S(=O)(=O)N2CCC3(CC2)OCCO3)CC1 (stereo not given)	-4	-2	-27	-2.2	0	-7	-16	8	0	11
Cc1ccc(-c2noc(C3CCN(C(=O)Nc4ccc(C#N)cc4)CC3)n2)o1	5	-4	69	-1.8	x	-2	-12	6	-4	-16
COC(=O)CCc1nc2c(C#N)c(-c3ccc(Cl)cc3)ccn2n1	-1	-2	-5	0.8	1	-13	-5	-2	0	3
COC(=O)c1ccc(C2/C(=C(/O)c3ccc(OC(C)C)cc3)C(=O)C(=O)N2c2cc(C)on2)cc1 (stereo not given)	-2	0	x	-1.9	x	-12	-4	9	0	-7
COc1ccc([N+](=O)[O-])cc1N(CC(=O)NCCSc1ccc(C)cc1)S(C)(=O)=O	4	0	-5	1.9	-2	-5	-12	-1	0	-12
CC(=O)Nc1ccc(NC(=O)CCCc2ccccc2)cc1	1	x	-7	0.8	x	-4	4	12	-1	-2
O=C(Nc1cccc(Cl)c1)C1CCCN(c2cnccn2)C1 (stereo not given)	5	0	-16	-1.6	1	-9	-12	-2	5	-22
Cc1c(C(=O)N(C)C)sc2nc(-c3ccccn3)[nH]c(=O)c12	3	-1	-27	0.3	-3	-8	-3	8	0	-9
CCOc1ccc(C(=O)CCC(=O)Nc2ccc(C)c(S(=O)(=O)N3CCCCC3)c2)cc1	1	0	20	0.4	-2	-9	1	-9	-3	-2
Cc1ccccc1OCc1nc(-c2ccc(Br)o2)no1	10	x	-18	0.0	2	-4	2	43	-3	-29
COCCC(=O)N1CCC(Oc2ccc(C(=O)NC(C)CCn3cccn3)cc2)CC1 (stereo not given)	-1	0	-8	0.4	0	-2	-10	-11	0	12
COc1ccc(CCN2CC(C(=O)N(C)CCn3nc(C)cc3C)CCC2=O)cc1 (stereo not given)	-1	-4	-11	-1.5	0	-7	-5	0	1	-9
O=C(CCS(=O)(=O)c1cccc2nonc12)N1CCN(c2ccc(F)cc2)CC1	12	2	11	1.0	-4	-7	3	1	3	-33
COC(=O)c1c(NC(=S)NC(=O)c2ccco2)sc2c1CCCC2	-2	-7	36	1.9	-4	-12	16	23	-1	5
COc1ccc(C(CNC(=O)C(C)Oc2ccc(Br)cc2)N2CCCC2)cc1 (stereo not given)	1	1	-20	0.4	3	-4	-5	-3	-2	-4
OCCC1CN(CC(c2ccccc2)c2ccccc2)CCN1C1CCCC1 (stereo not given)	2	6	2	2.9	-2	-4	-1	1	1	-4
O=C(Nc1ccc(-c2nc3ncccc3o2)cc1)c1ccc([N+](=O)[O-])o1	1	1	1	1.3	0	-3	-6	-77	-2	-3
Cc1cc(=O)[nH]c(N/N=C2/CCCC/C2=C\c2ccccc2)n1	5	-9	12	0.6	1	-7	7	-2	1	-14
Cc1ccc(C(=O)c2sc3nc4c(cc3c2N)CCC4)cc1	-1	2	-24	-1.6	33*	2	7	125*	-2	2
CCOc1cc(CNc2ccc(Br)cc2)cc(Br)c1OCC(=O)NC(C)(C)C	4	x	17	-0.9	-1	-8	2	4	2	-9
Cc1ccc2c(C)nc(Nc3nc(CSc4nnnn4-c4ccccc4)cc(=O)[nH]3)nc2c1	0	-2	-6	-2.6	x	u	-1	-28	2	4
COc1ccc(Nc2nnc(SCC3CCCO3)s2)cc1 (stereo not given)	1	-1	7	-0.4	7	-8	-12	53	-1	-2
COc1ccc(C2=NS(=O)(=O)N(C)C(C(=O)NC(C)c3ccccc3)=C2)cc1 (stereo not given)	-2	x	31	-1.8	-11	2	2	x	1	-54
Cc1ccc(C2CCN(C(=S)NC(C)(C)C)C2)cc1 (stereo not given)	3	-4	x	0.6	15	-4	0	32	4	-21
CCOC(=O)c1sc(NC(=O)C2CC(=O)N(c3ccc(OC)cc3)C2)nc1C (stereo not given)	1	1	x	0.8	0	-10	-11	x	1	-2

Arranged by SMILES length (smallest number first): part of the list above.
SMILES	HTR5A ag ctr	NSD2 HMT inh	SR-BI DiI inh	CDK5 inh	Wnt bcat act	dFosB activator	PvdQ inh	MITF act	V-ATPase pHluor	HTR5A inv ctr
COc1ccc(Nc2nnc(SCC3CCCO3)s2)cc1 (stereo not given)	1	-1	7	-0.4	7	-8	-12	53	-1	-2
Cc1ccccc1OCc1nc(-c2ccc(Br)o2)no1	10	x	-18	0.0	2	-4	2	43	-3	-29
Cc1ccc(C(=O)c2sc3nc4c(cc3c2N)CCC4)cc1	-1	2	-24	-1.6	33*	2	7	125*	-2	2
OCCC1CN(CC(c2ccccc2)c2ccccc2)CCN1C1CCCC1 (stereo not given)	2	6	2	2.9	-2	-4	-1	1	1	-4
COC(=O)c1c(NC(=S)NC(=O)c2ccco2)sc2c1CCCC2	-2	-7	36	1.9	-4	-12	16	23	-1	5
Cc1cc(=O)[nH]c(N/N=C2/CCCC/C2=C\c2ccccc2)n1	5	-9	12	0.6	1	-7	7	-2	1	-14
COc1ccc(C(CNC(=O)C(C)Oc2ccc(Br)cc2)N2CCCC2)cc1 (stereo not given)	1	1	-20	0.4	3	-4	-5	-3	-2	-4
CCOc1cc(CNc2ccc(Br)cc2)cc(Br)c1OCC(=O)NC(C)(C)C	4	x	17	-0.9	-1	-8	2	4	2	-9
COCCC(=O)N1CCC(Oc2ccc(C(=O)NC(C)CCn3cccn3)cc2)CC1 (stereo not given)	-1	0	-8	0.4	0	-2	-10	-11	0	12
O=C(CCS(=O)(=O)c1cccc2nonc12)N1CCN(c2ccc(F)cc2)CC1	12	2	11	1.0	-4	-7	3	1	3	-33
O=C(Nc1ccc(-c2nc3ncccc3o2)cc1)c1ccc([N+](=O)[O-])o1	1	1	1	1.3	0	-3	-6	-77	-2	-3
COc1ccc(C2=NS(=O)(=O)N(C)C(C(=O)NC(C)c3ccccc3)=C2)cc1 (stereo not given)	-2	x	31	-1.8	-11	2	2	x	1	-54
Cc1ccc2c(C)nc(Nc3nc(CSc4nnnn4-c4ccccc4)cc(=O)[nH]3)nc2c1	0	-2	-6	-2.6	x	u	-1	-28	2	4

The listing continues:
SMILES	HTR5A ag ctr	NSD2 HMT inh	SR-BI DiI inh	CDK5 inh	Wnt bcat act	dFosB activator	PvdQ inh	MITF act	V-ATPase pHluor	HTR5A inv ctr
CCOC(=O)c1c(C)[nH]c(C)c1C(=O)COC(=O)[C@@H]1CCCN1S(=O)(=O)c1ccc(Cl)cc1	-4	76*	11	0.3	0	0	-8	-8	-1	8
COC(=O)c1c(NC(=O)c2ccc(C)cc2)sc(Cc2ccccc2)c1C	-3	-6	32	0.1	-1	-10	-7	x	-1	9
CCOc1ccc(CNC(=O)c2nnc(CS(=O)(=O)c3ccccc3)o2)cc1OC	-1	x	-8	2.2	-4	-11	9	x	-4	-19
Nc1cc(=O)[nH]c(SCC(=O)Nc2cccc(S(=O)(=O)N3CCCCC3)c2)n1	0	-1	-14	0.0	1	-2	-2	3	-1	1
O=C1CSCC(=O)N1c1ccccc1	2	-1	0	-1.8	x	-3	-13	10	-3	-4
CC1Oc2ccccc2N(CC(=O)NCc2cccs2)C1=O (stereo not given)	5	0	-7	0.3	x	-3	-9	13	0	-26
CN(C)c1ccc(CN(C)C2CCCCC2)cc1	-1	14	23	0.1	x	-7	-12	5	0	1
Cc1occc1C(=O)Nc1cccc(C(=O)O)c1	4	1	-41	1.4	x	5	-16	1	-2	20
COc1ccccc1N1CCN(C(=O)c2c(-c3c(Cl)cccc3Cl)noc2C)CC1	-3	x	-8	1.0	0	-4	7	6	-1	10
CCN(CC1CCCN(CCc2cccc(OC)c2)C1)C(=O)c1ccc(COC)o1 (stereo not given)	1	3	-16	-0.2	0	-2	-18	-9	1	-24
COc1ccc(CNC(=O)CN(CCC(C)C)S(=O)(=O)c2ccc3c(c2)OCCO3)cc1	-1	-2	13	0.1	-4	-2	-3	11	6	4
O=C(NNC(=O)c1cnccc1C(F)(F)F)c1cccc(Cl)c1	1	4	-4	-0.4	-1	0	-4	-1	-1	21
CN(C)CCn1c2c(c(SCC(=O)Nc3ccccc3)nc1=O)CCCC2	3	x	-28	0.8	-2	-3	-16	-3	3	-9
O=C(COC(=O)Cc1ccc(Cl)cc1)Nc1ccc(OC(F)F)cc1	-1	-2	-17	0.6	-4	-7	-12	-3	1	-11
O=C1c2ccccc2S(=O)(=O)N1CC1CC(c2ccccc2)=NO1 (stereo not given)	0	-5	-12	-0.4	x	2	7	72	-2	9
